Chronic BCR inh: inhibitors of chronic active B-cell receptor signaling; ABC-DLBCL IkBa-CBG/CBR reporter, luminescence ratio, 4 h; Potency, µM (top dose mostly 46.1 µM), inactives show top-dose ratio change, negative = lower green/red ratio, most hits filed as inhibitors; actives 0.05% (n = 340,000); AID 493014; active = well fitted inhibition curve with a large enough effect in the signal ratio, with a control signal flat, not every such curve was filed as active; inconclusive = small, poorly fitted or top-dose-only effect, or effect the other way, or a change in a side signal; the % refers to the signal ratio;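 also: potency is read from the fitted curve at half-maximal effect; plate controls were basal doxycycline-induced cells for no effect and cells given 10 µM MG132 for full effect; MG132 reads +100%, hits lower the ratio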
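Cell line TMD8 (human ABC DLBCL), stably expressing tet-inducible CBG68-IkBa fusion and CBR; IMDM/0.5% FBS; cpd up to 46 uM; dox induction, 4 h, 37C/5% CO2; dual luminescence; green/red ratio; MG132 control.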
CXXC DNA block: MLL CXXC-DNA interaction inhibition | actives 0.037% (n = 290,000) | Q03164 | MLL-CXXC / FITC-HOXA9 DNA fluorescence polarization | AID 2662 | Potency, µM (top dose mostly 115 µM), without a hit: at the highest dose activity change, negative = inhibition, hits mostly inhibitors; active = well fitted inhibition curve with a large enough effect in the polarisation, with a control signal flat, not every such curve was filed as active; inconclusive = small, poorly fitted or top-dose-only effect, or effect the other way, or a change in a side signal; inactive = no such curve, though single readings can be large or run the other way; the % refers to the polarisation; also: potency is read from the fitted curve at half-maximal effect
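Steps: dispense CXXC domain solution (7 uM) → pin compounds or unlabeled HOX-A9 DNA control → 5 min ambient → add FLSN-HOX-A9 solution (50 nM) → spin → 30 min ambient → fluorescence polarization. Tris pH 7.5/NaCl/DTT/BSA buffer.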
Tb PFK inh: inhibitors of T. brucei phosphofructokinase; O15648; T. brucei PFK, ADP-Glo luminescence; Potency, µM (titrated, usually from 57.5 µM), without a hit: at the top dose activity, negative = inhibition, actives largely listed as inhibitors; actives 0.17% (n = 330,000);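 also: potency is read from the fitted curve at half-maximal effect; 0% = uninhibited 1x PFK enzyme wells and -100% = no-enzyme wells; nearly all actives have a fitted effect of over 60% in size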
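Luminescent ADP detection (ADP-Glo, two-step: ATP depletion then ADP-to-ATP conversion for luciferase) reported PFK activity after 45 min room-temperature reaction of 1.25 nM enzyme with 0.5 mM F6P and 0.1 mM ATP at pH 8.0.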
FBPA coupling cs: coupling enzyme interference in Giardia aldolase counter-screen; actives 0.67% (n = 290,000); activity change, negative = inhibition, % at 58.2 µM, hits read low; AID 2472; coupling enzyme system counterscreen, AmpLite Red fluorescence; in the data active = activity change below about -30%; also: % is scaled to controls: 0 for no effect and ±100 for the full control effect
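Final compound at 57.5 uM, incubated 10 min at RT with coupling enzyme reagent (glyceraldehyde-3-phosphate), then 20 min with substrate and AmpLite Red detection. Fluorescence read at 525/598 nm; tests interference with the coupling assay, not aldolase inhibition.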
TSHR antag: blocks TSH signaling through the human TSH receptor. activity change, negative = inhibition, % at 11.5 µM. actives 0.2% (n = 330,000). AID 504810. TSHR-expressing cells, TSH-stimulated cAMP HTRF, 2 h; hits give low values;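 active = activity change below a set negative limit, meaning inhibition stronger than a set level, cut at about -70% in these data; inconclusive = activity change between two set negative limits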; also: % is scaled to controls: 0 for no effect and ±100 for the full control effect
Target sequence (P16473 whole entry, looked up): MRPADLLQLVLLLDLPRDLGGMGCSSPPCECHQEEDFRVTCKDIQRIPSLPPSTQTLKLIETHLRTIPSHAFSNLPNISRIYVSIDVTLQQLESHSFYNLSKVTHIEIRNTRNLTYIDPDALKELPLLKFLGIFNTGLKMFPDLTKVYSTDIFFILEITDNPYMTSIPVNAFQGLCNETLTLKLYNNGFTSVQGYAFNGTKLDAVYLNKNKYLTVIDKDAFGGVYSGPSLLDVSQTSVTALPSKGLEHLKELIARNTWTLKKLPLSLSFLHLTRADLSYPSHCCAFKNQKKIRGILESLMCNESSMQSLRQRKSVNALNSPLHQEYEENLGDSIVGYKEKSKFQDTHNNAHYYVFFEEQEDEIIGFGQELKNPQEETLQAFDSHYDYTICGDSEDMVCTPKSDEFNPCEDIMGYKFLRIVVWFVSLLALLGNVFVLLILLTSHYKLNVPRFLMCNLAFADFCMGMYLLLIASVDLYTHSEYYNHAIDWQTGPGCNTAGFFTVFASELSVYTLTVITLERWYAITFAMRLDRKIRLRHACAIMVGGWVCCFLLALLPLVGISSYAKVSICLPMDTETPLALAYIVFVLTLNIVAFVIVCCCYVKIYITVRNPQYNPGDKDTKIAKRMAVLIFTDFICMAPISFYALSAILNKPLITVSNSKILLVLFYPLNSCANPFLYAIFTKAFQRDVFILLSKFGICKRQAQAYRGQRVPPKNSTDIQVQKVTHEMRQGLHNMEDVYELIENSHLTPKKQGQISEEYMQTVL
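Cell-based HTRF cAMP assay; TSHR cells + compound, TSH EC80 (4nM final), 2 h, 37 deg C. Lysis with anti-cAMP cryptate and cAMP-d2, 30 min RT, read 665/620 nm.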
A-T KAP1 phos: candidate therapy for ataxia-telangiectasia; […] A-T fibroblasts, KAP-1 phosphorylation AlphaLISA; neocarzinostatin DNA damage 30 min before lysis; Potency, µM (doses to about 57.5 µM), inactives show at the top dose activation, actives largely listed as activators; actives 0.19% (n = 320,000); also: potency is read from the fitted curve at half-maximal effect; % of control where 0% means no effect; nearly all actives have a fitted effect of over 45% in size
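hTERT-immortalized A-T patient fibroblasts ([…]), 500 cells/well in OPTI-MEM, 1% FBS, got compounds for 60 min, then NCS for 30 min at 37C. Lysates were then assayed for phospho-KAP-1 by AlphaLISA (anti-pKAP1 donor, anti-KAP1 acceptor beads), 6 hr at 25C.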
KCNH2 WT inh: blocks the wildtype human KCNH2 potassium channel | Q12809 | U2OS, BacMam KCNH2, thallium flux FluxOr; hits give low values | activity change, % at 1.84 µM | actives 0.37% (n = 340,000) | AID 720551;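 active = maximum activity change below -70%; inconclusive = maximum activity change between -70% and -50%; inactive = maximum activity change above -50%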; also: % is scaled to controls: 0 for no effect and ±100 for the full control effect
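U2OS cells transduced with wild-type KCNH2 virus are loaded with FluxOr dye for 45 min, and thallium flux is measured in kinetic reads before and after stimulation buffer. Rate constants are normalized to DMSO controls.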
Giardia killer: kills Giardia lamblia | AID 540267 | actives 0.15% (n = 340,000) | Giardia lamblia trophozoite viability | activity change, % at 7.66 µM, hits read low; in the data active = activity change below about -80%; inconclusive = between about -30% and that limit;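 also: parasites exposed to compound for two days anaerobically before the ATP read; % is scaled to controls: 0 for no effect and ±100 for the full control effect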
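Compounds were tested on trophozoites seeded at 100 cells/well and held 48 hrs at 37 deg C anaerobically. An ATP-based luminescent kit measured the remaining live cells.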
TCR activator: activates T cell receptor signaling. primary human leukocytes, anti-CD3, IL-2 HTRF, 48 h. Potency, µM (titrated, usually from 9.22 µM), inactives show at the top dose activation of IL-2 secretion, hits mostly activators. 330,000 tested, under 10 active. AID 504894; also: % of control where 0% means no effect
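Human primary leukocytes + a-CD3 beads + cpd, 48 hr; IL-2 in supernatant by HTRF (ex 320nm / em 665nm). No co-stimulatory signal supplied.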
GALK inhibitor: blocks human galactokinase activity; P51570; Purified GALK, Kinase-Glo residual ATP luminescence; Potency, µM (series often up to 57.5 µM), inactives show at the highest dose activity change, negative = inhibition, usual class: inhibitors; actives 0.007% (n = 270,000); AID 1868; also: potency is read from the fitted curve at half-maximal effect; % is scaled to controls: 0 for no effect and ±100 for the full control effect
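5 nM enzyme, 35 uM ATP, 100 uM galactose, 20 mM HEPES pH8.0, 5 mM MgCl2; 1 h RT; residual ATP by Kinase-Glo Plus luminescence, qHTS format.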
* marks the source's active call; other numbers are inactive results; ? = inconclusive; nt = no result given; [ ] = remark or other dose. Unless noted, calls follow the shape of the dose curve; as a rule, active = well fitted curve in the direction sought with a large enough effect; inconclusive = small, poorly fitted or top-dose-only effect, or another doubt; inactive = no such curve, though single readings can be large; an effect the other way counts as inactive or inconclusive.

SMILES,Chronic BCR inh,CXXC DNA block,Tb PFK inh,FBPA coupling cs,TSHR antag,A-T KAP1 phos,KCNH2 WT inh,Giardia killer,TCR activator,GALK inhibitor
O=C(O)c1nc(N2CCCC2)ncc1Cl,3%,-8%,2%,5,11,1%,-6,5,5%,0%
CN(C)C(=O)c1ccc(NC(=O)COC(=O)CC23CC4CC(CC(Br)(C4)C2)C3)cc1,1%,nt,3%,nt,4,-26%,-5,-6,-3%,nt
O=C(C1=C[C@H](c2ccc3c(c2)OCO3)C[C@H](OCCCCO)O1)N1CCOCC1,-8%,-14%,-2%,-2,19,35%,-13,?,-10%,3%
O=C(c1cccc(C(=O)N2CCN(c3ccccc3F)CC2)c1)N1CCN(c2ccccc2F)CC1,?,3%,-1%,2,1,nt,-3,11,9%,0%
CCOC(=O)/C(=N/Nc1ccccc1)Sc1nnnn1-c1ccc(C)cc1,3%,1%,-3%,2,-3,-5%,-3,36[activator],-1%[46.1 µM],-1%
CCOC(=O)[C@@H]1[C@H]2COc3ccc(Br)cc3[C@@H]2N2C(=O)N(c3ccc(C(F)(F)F)cc3)C(=O)[C@@]12C,?,10%,0%,-8,0,6%,-19,9,3%,nt
COc1ccc(C)cc1NC(=O)C(OC(=O)CNC(=O)c1cc(C)cc(C)c1)c1ccccc1 (stereo not given),-8%,-7%,-3%,0,4,3%,-20,-9,5%[46.1 µM],1%
CC(/C=C/c1ccc2c(c1)OCO2)=N/NC(=O)c1ccc(C)nc1,-11%,10%,-1%,0,8,-12%,-8,1,-2%[46.1 µM],-2%
CS(=O)(=O)c1ccc(Cl)c(NC(=O)CN2C(=O)C3CCCCC3C2=O)c1 (stereo not given),?,nt,0%,nt,8,4%,-21,3,-2%,nt
CCOc1ccc(C2C(C#N)=C(N)Oc3cc(C)oc(=O)c32)cc1 (stereo not given),0%,1%,0%,5,-1,2%,-10,0,-3%,9%
O=C(Nc1ccc(Cl)cc1)Nc1nnc(CSCc2ccccc2)s1,12%,5%,-6%,0,-12,0%,9,14,-1%[46.1 µM],0%
CCCC1(c2ccccc2)NC(=O)N(CC(=O)Nc2cc(C)on2)C1=O (stereo not given),1%,6%,-2%,1,-2,18%,7,-2,5%,-1%
CCc1noc(C)c1C(=O)N1CCN(S(=O)(=O)c2cccs2)CC1,-7%,nt,-2%,nt,-2,2%,10,6,3%,nt
Cc1ccc(C(C(=O)NC2CCCCC2)N(Cc2ccco2)C(=O)Cn2cnc3ccccc32)cc1 (stereo not given),0%,-5%,4%,3,-13,-2%,13,2,7%[46.1 µM],-2%
CCOC(=O)c1ccc(NC(=S)N(CCN(C)C)C(C)c2ccncc2)cc1 (stereo not given),-11%,10%,1%,1,1,4%,-7,8,-4%,1%
Cc1[nH]c2ccccc2c1C(=O)CN1CCCCC1C (stereo not given),1%,-1%,5%,0,-10,0%,0,-2,-4%,5%
CCOCCCn1c(=NC(=O)c2cccs2)c(C#N)cc2c(=O)n3cccc(C)c3nc21,22%,-1%,-1%,1,-13,8%,15,-17,1%,0%
O=C(CSc1nnnn1-c1ccccc1)NCC1(N2CCCCC2)CCCCC1,4%,nt,6%,nt,1,4%,10,-6,10%,nt
Cc1ccc(S(=O)(=O)N2[C@@H](c3ccc(Br)cc3)C(C(=O)O)=CC[C@H]2c2ccc3c(c2)OCO3)cc1,4%,nt,1%,nt,-10,5%,0,-6,-6%,nt
COc1cc(OC)cc(C(=O)OCC(=O)Nc2ccc(N3CCCCC3)cc2)c1,?,10%,0%,-1,0,3%,-13,11,-1%,-1%
Cc1nn2c(N)c(C#N)cnc2c1-c1ccccc1,?,5%,-3%,-3,-5,nt,0,-8,3%[46.1 µM],-4%
Brc1csc(/C=N/Nc2nc3ccccc3s2)c1,?,?,-10%,-4,-26,1%,-3,-15,-8%[46.1 µM],-2%
Cc1ccc(/C=C/C(=O)Nc2cc(S(=O)(=O)N3CCOCC3)ccc2N2CCOCC2)cc1,?,nt,-6%,nt,-2,-3%,-2,-1,2%,nt
C[C@@]12C(=O)N(c3ccc(C(F)(F)F)cc3)C(=O)N1[C@@H]1c3ccccc3OC[C@@H]1[C@H]2c1ccccc1,16%,5%,0%,-5,-16,-7%,2,-12,-5%,nt
O=C(NCCCN1CCCC1=O)c1cc2c(s1)CCCCC2,-11%,-4%,-8%,2,9,0%,-5,6,-2%,-1%

Following part:
SMILES,Chronic BCR inh,CXXC DNA block,Tb PFK inh,FBPA coupling cs,TSHR antag,A-T KAP1 phos,KCNH2 WT inh,Giardia killer,TCR activator,GALK inhibitor
Cc1ccc(OCCNC(=O)C2CC(=O)N(c3ccc(C)cc3)C2)cc1 (stereo not given),3%,1%,-1%,4,-2,nt,27,20,-5%,2%
CN(C)S(=O)(=O)c1ccc2nnn(OCC(=O)NC34CC5CC(CC(C5)C3)C4)c2c1,0%,-2%,0%,2,-13,4%,7,-2,0%,2%
CN1CCc2c(sc(NC(=O)Cc3ccccc3)c2C#N)C1,3%,nt,-1%,0,-11,-9%,-4,-10,0%,nt
O=C1NC(=S)CN1c1ccccc1,?,2%,-14%,-1,-8,-12%,0,0,-1%,-1%
Cc1ccc(N(CC(=O)NCc2ccccc2Cl)S(=O)(=O)c2cccs2)cc1,?,4%,-2%,0,-7,4%,-1,-1,0%,2%
O=C(CN1C(=O)NC2(CCCCC2)C1=O)Nc1ccc(N2CCOCC2)cc1,2%,6%,-7%,-2,10,-2%,-2,-23,0%[46.1 µM],0%
COCCCNC(=S)NNC(=S)Nc1ccccc1,?,-11%,1%,3,11,-5%,13,-3,-2%,1%
COc1cccc(N2CC(NC(=O)c3cccc4ccccc34)CC2=O)c1 (stereo not given),?,nt,-12%,nt,-4,9%,-1,-8,-3%,nt
Cc1ccc(NC(=O)C2CCCN2S(=O)(=O)c2ccc3c(c2)n(C)c(=O)c(=O)n3C)cc1C (stereo not given),2%,15%,2%,2,-1,1%,-13,0,-1%,nt
O=C(NCCO)c1ccc2nc(Cc3cccc(Cl)c3)oc2c1,-3%,-6%,-25%,-2,-6,5%,-12,-24,-2%,-3%
COc1ccccc1N1CCN(C(=O)C(F)F)CC1,1%,-2%,-5%,2,-3,4%,2,-6,-2%,2%
CC(=O)Nc1cccc(-c2csc(Nc3cccc(C)n3)n2)c1,nt,1%,0%,-10,26,-3%,10,6,8%,7%
COc1cccc(C(=O)NCc2ccc(N3CCN(C(=O)OC(C)(C)C)CC3)cc2)c1,0%,14%,4%,2,-3,6%,-11,13,-4%,1%
CC(=O)Nc1ccc(OCC(=O)c2cc(C)ccc2C)cc1,0%,3%,2%,1,-1,nt,3,-2,-1%,1%
CNc1nc(N/N=C/c2ccc([N+](=O)[O-])cc2)nc(Nc2ccccc2)n1,?,23%,-2%,-1,19,-10%,2,-6,0%[46.1 µM],2%
O=C(CSc1nc2ccccc2c(=O)n1CCC(=O)N1CCCCC1)NCc1ccccc1,0%,1%,-3%,0,-4,nt,26,-25,-5%[46.1 µM],-4%
COc1cc(C=O)ccc1Oc1nc(Nc2ccc(F)cc2F)nc(N2CCOCC2)n1,?,4%,?,0,2,-5%,-2,-11,3%,0%
c1cncc(-c2cn(C[C@H]3CC[C@H](Cn4cc(-c5cccnc5)nn4)O3)nn2)c1,1%,nt,4%,nt,19,-29%,-13,-7,1%[46.1 µM],nt
COC(C(=O)NC1CCCCCCC1)c1ccccc1 (stereo not given),3%,5%,0%,-1,3,3%,-2,14,-2%[46.1 µM],-4%
CC(=O)c1c(C)[nH]c(C(=O)COC(=O)COc2ccccc2)c1C,0%,nt,1%,nt,-8,-1%,0,-17,4%,nt
CCOc1ccc(S(=O)(=O)N(CC)CC(=O)NCc2cccnc2)cc1C,1%,31%[activator],2%,3,4,2%,7,18,-2%,6%
COc1ccc(S(=O)(=O)N2CCOC2CNC(=O)C(=O)NCC(C)C)cc1OC (stereo not given),?,-1%,-19%,nt,-4,21%,-30,-28,6%,-2%
COc1cc2c(cc1OC)CN(c1nc(CN3CCOCC3)nc3sc4c(c13)CCCC4)CC2,4%,11%,-1%,3,-4,11%,20,5,-1%[46.1 µM],0%
CCN1C(=O)C(=O)N(CC(=O)Nc2ccccc2OC(F)F)C1=O,?,nt,0%,nt,7,nt,13,7,nt,nt
Cc1cc(=O)c(C(=O)Nc2cccc(N3CCCC3=O)c2)nn1-c1ccccc1F,?,nt,-4%,nt,-3,3%,5,1,-1%,nt
COCC(=O)Nc1cccc(C(F)(F)F)c1,5%,-2%,-13%,-2,7,4%,-7,4,-7%,-1%
